FLuc inh: blocks purified firefly luciferase enzyme activity | purified P. pyralis luciferase, luminescence, biochemical | Potency, µM (top dose mostly 115 µM), for the others: at the highest dose activity change, negative = inhibition, most hits filed as inhibitors | 76,000 compounds, 2.5% hits | AID 1347043; also: potency is read from the fitted curve at half-maximal effect; nearly all actives have a fitted effect of over 65% in size
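Cell-free enzyme assay, 10nM P. pyralis luciferase, luciferin and ATP each at 10uM. Inhibition profiled over a 6-point titration, read as luminescence.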
HEK293 viab: reduces viability of HEK-293 SNCA reporter cells. Potency, µM (series often up to 57.1 µM), for inactives: top-dose activity change, negative = cytotoxicity, most hits filed as cytotoxic. 150,000 compounds, 0.12% hits. HEK-293-SNCA-luc viability, GF-AFC fluorescence, 24 h;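 also: potency is read from the fitted curve at half-maximal effect; 0% = DMSO-treated cells and -100% = medium-only wells without cells; nearly all actives have a fitted effect of over 30% in size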
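HEK-293-SNCA-luc cells (1500/well) plated 24 h, then exposed 24 h to a dilution series; GF-AFC added 30 min at 37C, fluorescence 405/540 nm; normalised to medium-only and DMSO wells, Hill fit.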
3T3 cytotox: kills NIH 3T3 cells; NIH 3T3 viability, CellTiter-Glo ATP luminescence, 48-72 h; Potency, µM (series often up to 96.7 µM), without a hit: at the top dose activity change, negative = cytotoxicity, usual class: inhibitors; 94,000 compounds, 4.3% hits; also: potency is read from the fitted curve at half-maximal effect; nearly all actives have a fitted effect of over 55% in size
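Cytotoxicity was measured by CellTiter-Glo ATP luminescence after 48 or 72 h compound exposure at 37 °C. Mouse NIH 3T3 fibroblasts were seeded at 400 cells/well and dosed by 23 nL pin transfer.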
SNCA expr inh: inhibitors of alpha-synuclein (SNCA) gene expression; HEK-293 SNCA-luciferase knock-in, luminescence, 24 h; Potency, µM (top dose mostly 57.2 µM), inactives show at the highest dose activity change, negative = inhibition, usual class: inhibitors; 140,000 compounds, 0.17% hits; AID 1671194;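 also: potency is read from the fitted curve at half-maximal effect; plate controls were DMSO cells for no effect and cell-free wells for full effect; nearly all actives have a fitted effect of over 45% in size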
IP6K1 inhibitor: blocks human inositol hexakisphosphate kinase 1; activity change, % (series mostly up to about 58 µM); IP6K1 kinase, ADP-Glo luminescence, 2 h; stronger effect = lower value; 140,000 compounds, 0.81% hits; Q92551; AID 1645851; in the data active = activity change below about -25%
Target sequence (Q92551 whole entry, looked up): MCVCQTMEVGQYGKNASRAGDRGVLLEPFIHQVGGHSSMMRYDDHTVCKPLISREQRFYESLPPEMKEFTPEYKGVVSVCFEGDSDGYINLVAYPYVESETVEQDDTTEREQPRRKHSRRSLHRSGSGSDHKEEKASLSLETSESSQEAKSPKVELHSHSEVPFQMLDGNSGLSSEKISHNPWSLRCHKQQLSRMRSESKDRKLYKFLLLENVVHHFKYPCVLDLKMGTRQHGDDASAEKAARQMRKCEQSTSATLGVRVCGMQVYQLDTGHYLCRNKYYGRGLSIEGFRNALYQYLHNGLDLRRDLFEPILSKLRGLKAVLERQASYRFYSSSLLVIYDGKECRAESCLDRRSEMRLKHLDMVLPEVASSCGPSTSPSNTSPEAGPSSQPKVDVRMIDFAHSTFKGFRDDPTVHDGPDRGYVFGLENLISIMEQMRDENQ
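ADP-Glo luminescence measures ADP made by human IP6K1 during a 2 h RT reaction with ATP/IP6 (mix at 1.3 mM/130 uM); top library doses 57.5 and 19.1 uM final.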
GPT2 inh: GPT2 alanine aminotransferase inhibition; Recombinant GPT2, coupled pyruvate oxidase/HRP Amplex Red fluorescence; Potency, µM (titrated, usually from 57.7 µM), inactives show at the highest dose activity change, negative = inhibition, usual class: inhibitors; 100,000 compounds, 0.25% hits; AID 1671188; also: potency is read from the fitted curve at half-maximal effect; nearly all actives have a fitted effect of over 60% in size; many of its hits are not listed in these tables
Target sequence (Q8TD30 whole entry, looked up): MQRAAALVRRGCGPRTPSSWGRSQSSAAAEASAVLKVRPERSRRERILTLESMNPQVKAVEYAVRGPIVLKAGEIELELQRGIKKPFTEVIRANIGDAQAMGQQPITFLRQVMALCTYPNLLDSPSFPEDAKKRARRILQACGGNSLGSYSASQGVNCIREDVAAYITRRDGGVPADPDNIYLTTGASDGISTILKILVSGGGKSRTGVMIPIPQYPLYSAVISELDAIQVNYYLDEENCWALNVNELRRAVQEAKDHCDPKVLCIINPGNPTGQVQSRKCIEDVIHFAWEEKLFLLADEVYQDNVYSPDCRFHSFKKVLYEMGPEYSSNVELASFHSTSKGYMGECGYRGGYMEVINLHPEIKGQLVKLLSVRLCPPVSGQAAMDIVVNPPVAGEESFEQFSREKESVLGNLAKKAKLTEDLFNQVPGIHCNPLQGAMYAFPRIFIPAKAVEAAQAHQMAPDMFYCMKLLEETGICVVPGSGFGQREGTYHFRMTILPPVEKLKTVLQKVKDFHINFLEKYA
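Inhibition is scored from Amplex Red fluorescence generated when pyruvate oxidase and HRP act on pyruvate released by GPT2. Reactions contain 10ng/uL enzyme, 250uM a-KG and 2mM L-alanine and run 30 min at room temperature.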
HEK293 tox: cytotoxic compounds in HEK 293 cells. AID 1345083. Potency, µM (doses to about 115 µM), inactives show at the highest dose activity change, negative = cytotoxicity, most hits filed as inhibitors. HEK 293 viability, ATP luminescence (CellTiter-Glo), 48-72 h. 94,000 compounds, 6.6% hits; also: potency is read from the fitted curve at half-maximal effect; nearly all actives have a fitted effect of over 60% in size
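Cells seeded first (HEK 293, 250 cells/well), then compound added by pintool. Incubation ran 48 or 72 hr at 37 degree Celsius. CellTiter-Glo was added and luminescence imaged after 10 min at room temperature.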
* marks the source's active call; other numbers are inactive results; i = inactive; u = inconclusive; x = no result given; [ ] = remark or other dose. Unless noted, calls follow the shape of the dose curve; as a rule, active = well fitted curve in the direction sought with a large enough effect; inconclusive = small, poorly fitted or top-dose-only effect, or another doubt; inactive = no such curve, though single readings can be large; an effect the other way counts as inactive or inconclusive. Unless noted, % is scaled to controls: 0 for no effect and ±100 for the full control effect. This is a subset; count on the stated rates, not on these rows.

Abbreviations – A = FLuc inh; B = HEK293 viab; C = 3T3 cytotox; D = SNCA expr inh; E = IP6K1 inhibitor; F = GPT2 inh; G = HEK293 tox
structure: CC(=O)N1CCCCC1c1nc(CCOc2ccc(F)cc2)no1 (stereo not given)
  A: x	B: 17%	C: -9%	D: 20%	E: -10	F: -1%	G: i
structure: O=C(Cn1ncc2c([nH]c3ccccc32)c1=O)NCCCN1CCN(c2ccc(F)cc2)CC1
  A: x	B: 2%	C: x	D: -4%	E: 14	F: x	G: x
structure: Cc1ccc(Cc2nc3ccccc3nc2SCC(=O)NCc2ccccc2Cl)cc1
  A: x	B: 3%	C: x	D: 41%	E: 9	F: x	G: x
structure: CN1CCC(Cn2ccc3c(N4CCOCC4)nc(-c4cccc(N[S+](C)(=O)[O-])c4)cc32)CC1
  A: 1%	B: -7%	C: u	D: -2%	E: 7	F: i	G: u
structure: COc1ccc(CN2C=C(C(=O)OCc3noc(-c4ccccc4)n3)C(C)=NS2(=O)=O)cc1
  A: -27%	B: -7%	C: u	D: -5%	E: -3	F: i	G: u
structure: C[C@@H]1CN(C(=O)c2nc3sccn3c2-c2nc3ccccc3n2C)C[C@H](C)O1
  A: 3%	B: -7%	C: 2%	D: 7%	E: -10	F: i	G: 0%
structure: CC(=O)N(C)C1CCc2ccccc21 (stereo not given)
  A: -3%[230 µM]	B: 5%[87.6 µM]	C: 0%[174 µM]	D: -4%[87.6 µM]	E: -4	F: 2%[88.5 µM]	G: 3%[230 µM]
structure: O=C(C1CCCN(S(=O)(=O)c2cccs2)C1)N1CCN(c2cccc(Cl)c2)CC1 (stereo not given)
  A: x	B: 2%	C: x	D: -15%	E: -9	F: x	G: x
structure: O=C1NC2(CCN(Cc3cccnc3)CC2)COc2ccccc21
  A: 3%[172 µM]	B: 9%[87.6 µM]	C: -1%[138 µM]	D: 21%[87.6 µM]	E: -4	F: i	G: u
structure: Cc1ccc(-c2nnc([C@H]3CCN(Cc4ncc[nH]4)C3)o2)cc1
  A: -3%[172 µM]	B: 10%[87.6 µM]	C: i	D: -7%[87.6 µM]	E: -10	F: 4%[88.5 µM]	G: 4%[172 µM]
structure: Cc1cccc(-n2nnc(-c3nc(-c4cccs4)no3)c2N)c1C
  A: x	B: 17%	C: x	D: 200%[activator]	E: -2	F: x	G: x
structure: COc1cc(NS(=O)(=O)c2ccc(NC(=O)C(C)Oc3ccc(Cl)cc3Cl)cc2)nc(OC)n1 (stereo not given)
  A: x	B: 9%	C: x	D: -9%	E: -7	F: x	G: x
structure: O=C(CCCCCn1c(=O)[nH]c2ccccc2c1=O)NCc1cccc(Cl)c1
  A: x	B: u	C: x	D: 111%[activator]	E: -9	F: x	G: x
structure: Cc1ccc(NC(=O)CCS(=O)(=O)c2cccc3nonc23)c(C)c1
  A: x	B: -3%	C: x	D: -22%	E: 2	F: x	G: x
structure: CCOc1cccc(CNC(=O)C2CCN(c3cnn(CC4CC4)c(=O)c3)C2)c1 (stereo not given)
  A: x	B: 10%	C: u	D: -4%	E: -7	F: i	G: u
structure: O=C(NCc1cccnc1)c1c(OCC2CC2)cc(=O)n2c1CCOCC2
  A: -1%	B: -1%	C: -8%	D: 2%	E: 4	F: i	G: -15%
structure: COc1ccc(NC(=O)N2c3ccccc3CC2c2nc(C(C)C)no2)c(C)c1 (stereo not given)
  A: -1%	B: -19%	C: -15%	D: -16%	E: 10	F: -2%	G: -5%
structure: CCOc1ccc(C(c2c(O)cc(C)n(CCOC)c2=O)N2CCN(c3ccc(F)cc3)CC2)cc1 (stereo not given)
  A: x	B: 2%	C: x	D: 7%	E: 8	F: x	G: x
structure: O=C(Cc1c[nH]c2ncc(-c3ccc(Cl)cc3)cc12)NCc1cccnc1
  A: u	B: 4%[87.6 µM]	C: u	D: 17%[87.6 µM]	E: -25*	F: -5%[88.5 µM]	G: 89µM*
structure: CC(C)CN1CC2(CCN(C(=O)c3cc(-c4ccccc4)nn3C)CC2)CC1=O
  A: -1%	B: 0%	C: u	D: 2%	E: 2	F: -22%	G: -27%
structure: COCCNC(=O)c1cn2cc(-c3ccc(F)cc3)sc2n1
  A: x	B: 13%[87.6 µM]	C: u	D: 194%[activator][87.6 µM]	E: 17	F: i	G: u
structure: CN(C)C(=O)C(=O)c1cn(C)c2cc(Cl)c(C(=O)N3CCC(Cc4ccc(F)cc4)CC3)cc12
  A: x	B: 0%	C: x	D: x	E: 8	F: u	G: x
structure: CSc1ccc(-c2ccc3c(c2)C(=O)N2CC[C@H](NC(=O)c4cccs4)C[C@H]2C(=O)N3)cc1
  A: -28%	B: 4%	C: -14%	D: -8%	E: 7	F: -2%	G: u
structure: COCCNC(=O)c1ccc2nnc(-c3cc(C(F)(F)F)cc(C(F)(F)F)c3)n2c1
  A: x	B: 12%	C: -29%	D: 0%	E: -2	F: u	G: -18%
structure: COc1ccccc1-c1nccc2c(=O)cc(N3CCOCC3)oc12
  A: -5%[172 µM]	B: -18%[87.6 µM]	C: 25µM*	D: 23%[87.6 µM]	E: -11	F: u	G: u
structure: CNCc1nccs1
  A: x	B: 1%[87.6 µM]	C: -3%[174 µM]	D: -11%[87.6 µM]	E: -10	F: i	G: -1%[230 µM]
structure: CCc1noc(Cc2c(C)nn(-c3ccccc3)c2C)n1
  A: -10%	B: 0%	C: -24%	D: 29%	E: -28*	F: 3%[11.5 µM]	G: -10%
structure: COc1ccc(CCC(=O)NCC23CCC=C2NC(=O)CC3)cc1 (stereo not given)
  A: 3%	B: 3%	C: 1%	D: 32%[activator]	E: -9	F: i	G: 0%
structure: O=C(Cn1nc2c(cc1=O)CCCCC2)N1CCN(Cc2ccc3c(c2)OCO3)CC1
  A: -6%	B: -8%	C: -16%	D: -27%	E: 1	F: i	G: -20%
structure: O=C(Cn1cccc1-c1nc(-c2ccc3c(c2)OCO3)no1)Nc1ccccc1
  A: -8%	B: -1%	C: -6%	D: -3%	E: 2	F: i	G: u

3 entries from above, sorted by number of heavy atoms, largest number first:
Abbreviations – A = FLuc inh; B = HEK293 viab; C = 3T3 cytotox; D = SNCA expr inh; E = IP6K1 inhibitor; F = GPT2 inh; G = HEK293 tox
structure: CN(C)C(=O)C(=O)c1cn(C)c2cc(Cl)c(C(=O)N3CCC(Cc4ccc(F)cc4)CC3)cc12
  A: x	B: 0%	C: x	D: x	E: 8	F: u	G: x
structure: COc1ccc(CN2C=C(C(=O)OCc3noc(-c4ccccc4)n3)C(C)=NS2(=O)=O)cc1
  A: -27%	B: -7%	C: u	D: -5%	E: -3	F: i	G: u
structure: CC(=O)N(C)C1CCc2ccccc21 (stereo not given)
  A: -3%[230 µM]	B: 5%[87.6 µM]	C: 0%[174 µM]	D: -4%[87.6 µM]	E: -4	F: 2%[88.5 µM]	G: 3%[230 µM]

The results go on.
Abbreviations – A = FLuc inh; B = HEK293 viab; C = 3T3 cytotox; D = SNCA expr inh; E = IP6K1 inhibitor; F = GPT2 inh; G = HEK293 tox
structure: CNC(=O)CCn1ncc2cc(OCc3ccccc3-c3cncc(OC)c3)ccc21
  A: 22µM*	B: -11%[87.6 µM]	C: u	D: -23%[87.6 µM]	E: -7	F: 4%[88.5 µM]	G: 79µM*
structure: CC(C)N1CC(C(=O)N2CCN(c3ncccn3)CC2)NC1=O (stereo not given)
  A: x	B: -4%[12.5 µM]	C: -14%[138 µM]	D: -28%[87.6 µM]	E: -5	F: i	G: -2%[172 µM]
structure: Cc1n[nH]c(C)c1C(N)C(=O)NCc1ccccc1-n1ccnc1C (stereo not given)
  A: 0%	B: -1%	C: -11%	D: -1%	E: 11	F: -6%	G: u
structure: CCOc1ccc(S(=O)(=O)c2cn(CC)c3ccc(F)cc3c2=O)cc1
  A: x	B: -4%	C: x	D: -4%	E: 3	F: x	G: x
structure: CN(Cc1cccn1C)C(=O)c1ccc(F)cc1
  A: -13%[172 µM]	B: 2%[87.6 µM]	C: i	D: 37%[activator][87.6 µM]	E: 3	F: i	G: 3%[172 µM]
structure: O=C(NC1CCN(c2cc(-c3ccc(Cl)cc3)[nH]n2)C1)c1ccccc1F (stereo not given)
  A: -2%	B: 4%	C: u	D: -21%	E: 15	F: -19%	G: u
structure: Cc1ccc(Oc2nc3c(c(=O)n(Cc4ccccc4Cl)c(=O)n3C)n2C)cc1C
  A: x	B: -4%	C: x	D: 30%	E: 14	F: x	G: x
structure: CN(Cc1ccccc1)C(=O)C[C@@H]1c2nc(NC(=O)CC(C)(C)C)sc2C[C@@H]2[C@](C)(CO)[C@H](O)CC[C@]21C
  A: -8%	B: -27%	C: u	D: u	E: -1	F: 0%	G: u
structure: COc1cccc(S(=O)(=O)N2C[C@@H](F)C[C@H]2C(=O)N2CCOCC2)c1
  A: 9%	B: -7%	C: 4%	D: 13%	E: 7	F: -4%	G: 8%
structure: Cc1ccc(C)c(NC(=O)c2ccc(CN3CC(=O)N4CCCCC4C3=O)cc2)c1 (stereo not given)
  A: x	B: 7%	C: x	D: 18%	E: 32	F: x	G: x
structure: CCc1ccc(NC(=O)c2cnn(-c3ccccc3)c2-n2cccc2)cc1
  A: x	B: -9%	C: x	D: 6%	E: 6	F: x	G: x
structure: Cc1cc(C(=O)NCC(F)(F)F)c2c(C3CCNCC3)noc2n1
  A: x	B: 7%	C: -1%	D: u	E: 9	F: i	G: 1%
structure: CCc1cccc(NC(=O)C2CCN(C(=O)c3ncn4c3COC(c3ccccc3)C4)CC2)c1 (stereo not given)
  A: 3.5µM*	B: -3%	C: -3%	D: 110%[activator]	E: 11	F: i	G: -14%
structure: Nc1nn(-c2ccccc2)nc1C(=O)OCc1ccc(Cl)cc1
  A: x	B: 2%	C: x	D: 1%	E: 17	F: x	G: x
structure: CCOc1ccc(OCC)c(NC(=O)CC(C)n2nc(C)cc2C)c1 (stereo not given)
  A: x	B: 7%	C: x	D: -12%	E: -6	F: x	G: x
structure: CCCNC(=O)CCc1ccc2c(c1)CN(C(=O)C1CC1)CCO2
  A: 2%	B: 8%[12.5 µM]	C: -13%	D: 4%	E: 15	F: 4%	G: 0%
structure: Cc1ccccc1-c1noc(CSc2nc(-c3ccc(F)cc3)cc(=O)[nH]2)n1
  A: x	B: 12%	C: x	D: 2%	E: -16	F: x	G: x
structure: Cc1cc(C)cc(NC(=O)NCC2CCN(Cc3cc(C)ccc3C)CC2)c1
  A: x	B: 7%	C: x	D: 3%	E: 2	F: x	G: x
structure: CCOC(=O)c1ccc(NS(=O)(=O)c2ccc3c(c2)CCN3C(=O)CC)cc1
  A: x	B: 3%	C: x	D: -8%	E: -1	F: x	G: x
structure: O=C(N1CCCC1c1nc(CCOc2ccc(F)cc2)no1)C1(c2ccccc2)CC1 (stereo not given)
  A: 0%	B: -26%	C: u	D: u	E: 5	F: -6%	G: u
structure: Cc1cc(C)c(CNC(=O)c2cc(-c3cccnc3)cc3c2OCCN3C)c(=O)[nH]1
  A: 4%[172 µM]	B: -12%[87.6 µM]	C: u	D: 17%[87.6 µM]	E: -28*	F: 5%[88.5 µM]	G: u
structure: O=C(COc1ccccc1)Nc1ccc2nc(SCCOc3ccccc3)sc2c1
  A: x	B: 7%	C: x	D: -28%	E: -9	F: x	G: x
